# Screens as filed in PubChem BioAssay.
# aSyn rescue = inhibitors of alpha-synuclein toxicity in yeast; Yeast expressing alpha-synuclein, growth rescue, BacTiter-Glo, 24 h; Potency, µM (doses to about 46.1 µM), for the others: top-dose growth rescue (activation), hits mostly activators; actives 0.14% (n = 370,000); AID 652106; note: potency is the fitted concentration of half-maximal effect; % of control where 0% means no effect; nearly all actives have a fitted effect of over 65% in size
#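 Readout is rescue of growth in alpha-synuclein-expressing yeast, so inhibitors of toxicity appear as activators. Growth after 24 hr at 30 deg C in galactose medium is quantified by luminescence.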
# D3 antag = antagonists of human D3 dopamine receptor | D3R cells, DiscoveRx beta-arrestin luminescence, antagonist mode; active compounds read low | max response, negative = inhibition, % | actives 2.5% (n = 360,000) | AID 652054; in the data active = max response below about -50%; inconclusive = no clear call, values can overlap the other calls; note: % is set by controls: 0 for no effect and ±100 for the full control effect; mostly tested at two doses, the higher about 12 µM
#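 Cells expressing the human receptor were seeded at 1500 cells/well, incubated overnight at 37 degrees C in 5% CO2, then exposed to library compounds with dopamine controls for 90 minutes at 37 degrees C before luminescent detection.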
# FUS yeast rescue = suppressors of FUS proteinopathy in yeast. S. cerevisiae FUS-expressing, growth rescue, OD600, 24 h. Potency, µM (series often up to 76.6 µM), without a hit: at the highest dose growth rescue (activation), hits mostly activators. actives 0.24% (n = 390,000);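 note: potency is the fitted concentration of half-maximal effect; plate controls were DMSO vehicle for no effect and reference control for full effect; nearly all actives have a fitted effect of over 55% in size; some results filed as inactive show a strong effect at the top dose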
#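 Compound concentration series was pinned onto galactose-induced FUS-expressing yeast seeded at OD 0.005. Plates sat 24hr at 30C; absorbance at 600 nm gave growth. DMSO served as background control.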
# TDP43 rescue = rescues yeast growth from TDP-43 toxicity; TDP-43 expressing yeast growth rescue, BacTiter-Glo, 24 h; AID 652104; actives 1.8% (n = 410,000); Potency, µM (top dose mostly 46.1 µM), for the others: top-dose growth rescue (activation), most hits filed as activators; note: potency is the fitted concentration of half-maximal effect; % of control where 0% means no effect; nearly all actives have a fitted effect of over 50% in size
#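 Yeast expressing TDP-43 (pregrown in raffinose, seeded at OD600=0.02 in galactose medium) exposed to compounds 24 hr at 30 deg C. Growth read by BacTiter-Glo luminescence; rescue of toxicity appears as increased signal.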
# Abeta rescue = restores growth of yeast expressing A-beta42 peptide; yeast expressing A-beta42, growth rescue, OD600, 48 h; response scale: 0% DMSO, 100% iron-clioquinol control; Potency, µM (series often up to 46.1 µM), for the others: at the top dose growth rescue, most hits filed as activators; AID 1347071; actives 0.063% (n = 410,000); note: potency is the fitted concentration of half-maximal effect; nearly all actives have a fitted effect of over 55% in size
#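 Yeast growth medium received pinned compounds, then yeast cells expressing toxic A-beta were added; plates incubated at 30 C for 48 hr. Growth read as absorbance at 600 nm, normalized to DMSO and equimolar FeCl3 plus clioquinol controls.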
# D3 ag = agonists of human D3 dopamine receptor; D3R DiscoveRx beta-arrestin cells, luminescence, 90 min; actives 0.58% (n = 410,000); AID 652048; max activation, %; P35462; in the data active = max activation above about 30%; note: 0% is about no effect; mostly tested at two doses, the higher about 12 µM
#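 Cells at 1500/well, incubated overnight, then treated with pinned compounds (dopamine as control) for 90 min at 37 degrees C. DiscoveRx reagent added for 30 - 60 minutes at room temperature; luminescence read.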
# EPAC2 antagonist = antagonists of human EPAC2; EPAC2 GEF exchange of Rap1B-BODIPY-GDP, fluorescence; Potency, µM (highest dose often 114 µM), for the others: at the top dose activity, negative = inhibition, actives largely listed as inhibitors; actives 0.18% (n = 360,000); Q8WZA2; note: potency is the fitted concentration of half-maximal effect; % is set by controls: 0 for no effect and ±100 for the full control effect; nearly all actives have a fitted effect of over 45% in size; many of its hits are not listed in these tables
# Target sequence (Q8WZA2 whole entry, looked up): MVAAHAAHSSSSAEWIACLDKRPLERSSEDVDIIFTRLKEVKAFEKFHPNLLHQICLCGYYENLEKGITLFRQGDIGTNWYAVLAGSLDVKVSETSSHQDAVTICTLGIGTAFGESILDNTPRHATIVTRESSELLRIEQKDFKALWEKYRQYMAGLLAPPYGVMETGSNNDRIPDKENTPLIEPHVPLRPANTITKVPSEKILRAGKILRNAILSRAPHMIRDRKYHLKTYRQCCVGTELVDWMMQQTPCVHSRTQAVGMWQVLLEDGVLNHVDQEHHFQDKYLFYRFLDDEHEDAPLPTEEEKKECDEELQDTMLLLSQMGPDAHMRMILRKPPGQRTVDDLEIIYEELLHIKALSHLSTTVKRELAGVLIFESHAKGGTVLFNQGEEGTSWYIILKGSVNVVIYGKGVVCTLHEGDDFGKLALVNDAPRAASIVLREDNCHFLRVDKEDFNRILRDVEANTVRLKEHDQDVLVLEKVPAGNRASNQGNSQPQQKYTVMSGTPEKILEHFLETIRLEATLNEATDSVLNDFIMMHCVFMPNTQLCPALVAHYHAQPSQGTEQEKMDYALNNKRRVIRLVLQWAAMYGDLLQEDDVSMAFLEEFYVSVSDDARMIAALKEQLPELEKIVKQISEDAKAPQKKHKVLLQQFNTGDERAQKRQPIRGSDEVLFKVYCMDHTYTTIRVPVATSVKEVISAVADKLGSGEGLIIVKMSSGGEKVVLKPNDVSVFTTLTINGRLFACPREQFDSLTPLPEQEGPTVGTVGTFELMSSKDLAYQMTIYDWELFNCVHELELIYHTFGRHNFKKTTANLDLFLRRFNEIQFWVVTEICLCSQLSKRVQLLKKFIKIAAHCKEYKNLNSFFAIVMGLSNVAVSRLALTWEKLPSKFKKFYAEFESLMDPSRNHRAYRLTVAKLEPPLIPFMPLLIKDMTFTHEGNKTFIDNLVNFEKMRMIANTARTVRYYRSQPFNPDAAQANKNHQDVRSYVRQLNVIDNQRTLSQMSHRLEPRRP
# EPAC2 ag = agonists of human EPAC2 (RAPGEF4); Potency, µM (highest dose often 154 µM), inactives show top-dose activation, hits mostly activators; EPAC2 activation, biochemical qHTS; response scale: 100% = 6.5 mM cAMP response; actives 0.079% (n = 360,000); AID 720711; Q8WZA2; note: potency is the fitted concentration of half-maximal effect; nearly all actives have a fitted effect of over 50% in size
#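 Setup: EPAC2 100 nM, labeled Rap1B complex 250 nM, free GDP 50 uM. Compound titrations pinned in, brief spin, 5 min room temperature incubation. Kinetic fluorescence read over 30 min, normalized to 6.5 mM cAMP.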
# * = called active by the depositor; ? = inconclusive; · = no result given; & = joins results of further samples; [ ] = remark or other dose. Unless noted, calls come from the whole dose curve; as a rule, active = well fitted curve in the direction sought with a large enough effect; inconclusive = small, poorly fitted or top-dose-only effect, or another doubt; inactive = no such curve, though single readings can be large; an effect the other way counts as inactive or inconclusive. This is a subset. The share of hits here may be higher or lower than overall.
# Start of the data: the first 5 entries, ahead of the listing:
# Abbreviations: A = aSyn rescue; B = D3 antag; C = FUS yeast rescue; D = TDP43 rescue; E = Abeta rescue; F = D3 ag; G = EPAC2 antagonist; H = EPAC2 ag
SMILES: O=C(Cn1cc(COc2ccc(Br)cc2)nn1)c1ccc(O)cc1
  A = 0%; B = 16; C = -13%; D = 11%; E = -3%; F = -9; G = -15%; H = 7%
SMILES: Cc1ccc(C)c(-c2nc3ccc(N)cc3[nH]2)c1
  A = -6%; B = 9; C = ?; D = 14%; E = 1%; F = 0; G = 2%; H = -9%
SMILES: COc1ccccc1CNC(=O)c1ccc2nc(C)c(N(C)Cc3ccc(NC(C)=O)cc3)n2c1
  A = -2%; B = -17; C = -9%; D = 2%; E = 19%; F = 2; G = 8%; H = -1%
SMILES: O=S(=O)(Nc1cc(S(=O)(=O)N2CCOCC2)ccc1O)c1ccc2c(c1)OCCCO2
  A = -10%; B = 39; C = -7%; D = -37%[inhibitor]; E = 14%; F = -2; G = 2%; H = -3%
SMILES: COC1(C2=NCCN2)COc2ccccc2O1 (stereo unspecified)
  A = -4%&0%; B = -28; C = -25%; D = ?; E = -24%; F = -11; G = 8%; H = 10%

# Results, from the start:
# Abbreviations: A = aSyn rescue; B = D3 antag; C = FUS yeast rescue; D = TDP43 rescue; E = Abeta rescue; F = D3 ag; G = EPAC2 antagonist; H = EPAC2 ag
SMILES: O=C(Cn1cc(COc2ccc(Br)cc2)nn1)c1ccc(O)cc1
  A = 0%; B = 16; C = -13%; D = 11%; E = -3%; F = -9; G = -15%; H = 7%
SMILES: Cc1ccc(C)c(-c2nc3ccc(N)cc3[nH]2)c1
  A = -6%; B = 9; C = ?; D = 14%; E = 1%; F = 0; G = 2%; H = -9%
SMILES: COc1ccccc1CNC(=O)c1ccc2nc(C)c(N(C)Cc3ccc(NC(C)=O)cc3)n2c1
  A = -2%; B = -17; C = -9%; D = 2%; E = 19%; F = 2; G = 8%; H = -1%
SMILES: O=S(=O)(Nc1cc(S(=O)(=O)N2CCOCC2)ccc1O)c1ccc2c(c1)OCCCO2
  A = -10%; B = 39; C = -7%; D = -37%[inhibitor]; E = 14%; F = -2; G = 2%; H = -3%
SMILES: COC1(C2=NCCN2)COc2ccccc2O1 (stereo unspecified)
  A = -4%&0%; B = -28; C = -25%; D = ?; E = -24%; F = -11; G = 8%; H = 10%
SMILES: Cc1ccc(NC(=O)c2nc(S(C)(=O)=O)ncc2N(Cc2ccco2)Cc2cccs2)c(C)c1
  A = ·; B = ·; C = 26%; D = 9%; E = -8%; F = -1; G = ·; H = ·
SMILES: Cc1ccc(C(=O)N2CCCC(C(=O)c3ccc(Cl)cc3C)C2)cn1 (stereo unspecified)
  A = 7%; B = 4; C = -9%; D = -2%; E = 13%; F = 21; G = 2%; H = 5%
SMILES: CSc1ccc(S(=O)(=O)N2CCC(C(=O)Nc3ccc(C(N)=O)cc3)CC2)cc1
  A = 1%; B = -11; C = 22%; D = -22%; E = -9%; F = 3; G = -3%; H = 13%
SMILES: Cc1cc(C)c(OCCCCCn2ccnc2)c(C)c1
  A = -8%; B = 2; C = -18%; D = 6%; E = -3%; F = 0; G = -15%; H = 0%
SMILES: Nc1ncc(-c2ccc([N+](=O)[O-])cc2)cn1
  A = -1%; B = 20; C = 3%; D = 7%; E = -2%; F = 5; G = -1%; H = 3%
SMILES: Cc1c(C(=O)Nc2ccc(S(=O)(=O)N(C)C3CCN(C)CC3)cc2)oc2c(Cl)cccc12
  A = 0%; B = -66*; C = 43%; D = 3%; E = 11%; F = -11; G = -4%; H = -3%
SMILES: Cc1ccsc1C(=O)N/N=C/c1ccc2c(c1)OCO2
  A = -17%; B = -15; C = ·; D = -14%; E = -50%[inhibitor]; F = -6; G = -9%; H = 4%
SMILES: C=CCn1c(=O)/c(=C/c2ccc(C)o2)s/c1=C(/C#N)C(=O)c1ccccc1
  A = -2%; B = 7; C = 36%; D = -7%; E = -8%; F = -1; G = 58%[activator]; H = 100µM*
SMILES: CC(C)OP(=O)(OC(C)C)C(Nc1cccc(C(=O)O)c1)c1ccccc1 (stereo unspecified)
  A = 0%; B = -8; C = 24%; D = -24%; E = -4%; F = 0; G = -1%; H = 6%
SMILES: O=C(C(=O)N1CCN(c2ccccc2)CC1)c1ccncc1
  A = -3%; B = -12; C = -7%; D = 30%; E = 3%; F = 4; G = 7%; H = 6%
SMILES: CCc1nc(SCC(=O)N2CCCC2)c2c(=O)n(C)c(=O)n(C)c2n1
  A = -4%; B = -17; C = ·; D = -10%; E = -6%; F = -3; G = -1%; H = 7%
SMILES: CC(=O)c1ccc(OCC(=O)N(C)CC(=O)Nc2ccc(N3CCOCC3)cc2)cc1
  A = -6%; B = -8; C = -1%; D = -7%; E = -1%; F = 6; G = ?; H = 10%
SMILES: Cc1ccc(Cl)cc1N(C)C(=O)c1cnc(N2CCOCC2)c2ccccc12
  A = ·; B = ·; C = 2%; D = ?; E = -9%; F = 0; G = ·; H = ·
SMILES: Cc1ccc(C)c(CN2C(=O)c3ccccc3Sc3ccc(C(=O)NCc4ccco4)cc32)c1
  A = ·; B = ·; C = 41%; D = -2%; E = -6%; F = -3; G = ·; H = ·
SMILES: CCOc1cc(C(=O)Nc2cc3c(cc2N2CCOCC2)n(C)c(=O)n3C)cc(OCC)c1OCC
  A = 2%; B = 14; C = 16%&14%; D = 2%&0%; E = -1%&4%; F = 5&4; G = 7%; H = -9%
SMILES: COC(=O)C1=C(N)OC2=C(C(=O)CC(C)(C)C2)C1c1cccs1 (stereo unspecified)
  A = -2%; B = 22; C = 27%; D = 20%; E = 16%; F = -3; G = 8%; H = 8%
SMILES: CC(C)(C)c1ccc(C(=O)N2CCC(C(=O)NCc3ccncc3)CC2)cc1
  A = -2%; B = 5; C = -2%; D = -15%; E = -6%; F = -2; G = 6%; H = -11%
SMILES: Cc1cc(C)c(S(=O)(=O)N2CCN(C(=O)c3ccc(-n4nc(C)c(Cl)c4C)cc3)CC2)c(C)c1
  A = 27%; B = -2; C = 16µM*; D = ?; E = -13%; F = 101*; G = -10%; H = 5%
SMILES: CCC(=O)Nc1nnc(S(=O)(=O)N2CCCC2)s1
  A = 5%; B = -23; C = -15%; D = 0%; E = 3%; F = -3; G = 9%; H = 7%
SMILES: NC1=NC2(CCCCC2)N=C(Nc2ccc(F)cc2F)N1
  A = 2%; B = 10; C = 9%; D = 0%; E = 11%; F = 5; G = 15%[57.1 µM]; H = -1%
SMILES: CCOc1ccc(NC(=O)C2CCCN(c3c(CC)c(C)nc4ncnn34)C2)cc1 (stereo unspecified)
  A = 4%; B = 12; C = -4%; D = 0%; E = -2%; F = 2; G = -3%; H = 1%
SMILES: Oc1ccc2ccccc2c1C=NC1CCCCC1
  A = 0%; B = 0; C = 32%; D = -48%[inhibitor]; E = -3%; F = 4; G = -20%; H = -8%
SMILES: O=C(c1ccc(Cl)cc1)N1CCN(c2ccnc3cc(Cl)ccc23)CC1
  A = 7%; B = -14; C = 12%; D = -6%; E = -20%; F = -2; G = -22%; H = 16%

# Some of these compounds in order of SMILES length, low to high:
# Abbreviations: A = aSyn rescue; B = D3 antag; C = FUS yeast rescue; D = TDP43 rescue; E = Abeta rescue; F = D3 ag; G = EPAC2 antagonist; H = EPAC2 ag
SMILES: Oc1ccc2ccccc2c1C=NC1CCCCC1
  A = 0%; B = 0; C = 32%; D = -48%[inhibitor]; E = -3%; F = 4; G = -20%; H = -8%
SMILES: Cc1ccc(Cl)cc1N(C)C(=O)c1cnc(N2CCOCC2)c2ccccc12
  A = ·; B = ·; C = 2%; D = ?; E = -9%; F = 0; G = ·; H = ·
SMILES: CC(=O)c1ccc(OCC(=O)N(C)CC(=O)Nc2ccc(N3CCOCC3)cc2)cc1
  A = -6%; B = -8; C = -1%; D = -7%; E = -1%; F = 6; G = ?; H = 10%

# Two entries from above, as labelled records.
NC1=NC2(CCCCC2)N=C(Nc2ccc(F)cc2F)N1
- aSyn rescue: 2%
- D3 antag: 10
- FUS yeast rescue: 9%
- TDP43 rescue: 0%
- Abeta rescue: 11%
- D3 ag: 5
- EPAC2 antagonist: 15%[57.1 µM]
- EPAC2 ag: -1%

CCOc1ccc(NC(=O)C2CCCN(c3c(CC)c(C)nc4ncnn34)C2)cc1 (stereo unspecified)
- aSyn rescue: 4%
- D3 antag: 12
- FUS yeast rescue: -4%
- TDP43 rescue: 0%
- Abeta rescue: -2%
- D3 ag: 2
- EPAC2 antagonist: -3%
- EPAC2 ag: 1%
